Mcl-1 Bim block = inhibitors of Bim-Mcl-1 interaction, human | Bead-based flow cytometry, Bim peptide-Mcl-1 binding | inhibition, % at 10 µM | actives 0.1% (n = 190,000); in the data active = inhibition above about 40%;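 also: 0% = no compound tracer wells and 100% = peptide blocker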
Mcl1 Bid PPI = Mcl-1/Bid interaction inhibition | AID 1021 | inhibition, % at 21.7 µM | Q07820 | TR-FRET Mcl-1/Bid-Dy647 peptide binding, 1536-well | actives 0.97% (n = 220,000);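 active = compounds that cut the binding signal by more than half at the single screening dose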;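 also: His-tagged Mcl-1 with europium anti-His antibody binding Bid BH3 peptide; 0% = Mcl-1 plus peptide wells and 100% = peptide-only wells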
RGS8-Gao reg = human RGS8-Galphao interaction regulation. P09471. multiplexed bead flow cytometry, RGS8-Galphao binding; actives lie on both sides. response (percent of control binding), % at 10 µM. actives 0.34% (n = 220,000); in the data active = response below about 60% or above about 140%; inactive = in between;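 also: Galphao activated as the GDP aluminium fluoride complex binding bead-coupled RGS8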
Target sequence (P09471 whole entry, looked up): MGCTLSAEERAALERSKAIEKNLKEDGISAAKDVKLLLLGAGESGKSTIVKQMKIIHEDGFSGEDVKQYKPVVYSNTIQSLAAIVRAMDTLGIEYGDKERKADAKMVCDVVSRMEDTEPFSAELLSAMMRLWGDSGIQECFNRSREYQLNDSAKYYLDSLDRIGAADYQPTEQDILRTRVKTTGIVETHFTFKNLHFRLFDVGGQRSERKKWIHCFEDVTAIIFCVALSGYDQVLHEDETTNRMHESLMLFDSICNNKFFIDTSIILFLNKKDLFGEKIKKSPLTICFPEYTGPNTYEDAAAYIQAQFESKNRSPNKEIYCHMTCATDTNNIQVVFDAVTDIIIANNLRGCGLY
Avidin fluor = avidin bead compound fluorescence profile | actives 0.38% (n = 220,000) | Avidin beads, compound fluorescence 488/530 nm, flow cytometry; active compounds read high | fluorescence (KMESF) at 10 µM; in the data active = fluorescence above about 47; also: inactives centre near 10
Pf gamet viab = kills late stage P. falciparum gametocytes; inhibition, % at 10.9 µM; actives 0.065% (n = 150,000); P. falciparum stage V gametocytes, ATP luminescence, 24 h;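 active = inhibition above the mean plus 3 SD of compounds within the control limits, set per campaign, cut at about 38% in these data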;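 also: 0% = DMSO wells and 100% = medium only without gametocytes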
Mcl1-Noxa inh = Mcl-1/Noxa interaction inhibition | Q07820 | TR-FRET Mcl-1/Noxa peptide binding, 2 h | inhibition, % at 21.7 µM | actives 1.5% (n = 220,000) | AID 1022;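 active = compounds that cut the protein-peptide binding signal by more than 50% relative to plate controls in a single-dose test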;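 also: His-tagged Mcl-1 with rhodamine Noxa BH3 peptide and terbium anti-His antibody; 0% = Mcl-1 plus Noxa peptide wells and 100% = peptide-only wells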
ABCB1 inh = human ABCB1 inhibition, ABCG2 as counter-screen; CCRF-Adr cells, JC-1 efflux, flow cytometry; inhibition, % at 6.6 µM; AID 1326; actives 0.067% (n = 190,000); in the data active = inhibition above about 40%;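 also: 0% = vehicle and 100% = reference inhibitor; higher value means more JC-1 retained so stronger ABCB1 efflux block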
RGS4-Gao reg = human RGS4-Galphao interaction regulation; P09471; Multiplexed bead flow cytometry, RGS4-Galphao binding; actives lie on both sides; binding response (% of control), % at 10 µM; actives 0.33% (n = 220,000); in the data active = binding response below about 49% or above about 150%; inactive = in between;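 also: fluorescent Galphao activated with aluminum fluoride binding bead-coupled RGS4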
RGS7-Gao reg = regulators of human RGS7-Galphao interaction | actives 0.35% (n = 220,000) | binding response (% of control), % at 10 µM | P09471 | Multiplexed bead flow cytometry, RGS7-Galphao binding; actives lie on both sides; in the data active = binding response below about 49% or above about 150%; inconclusive = no clear call, values can overlap the other calls; inactive = in between;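 also: fluorescent Galphao held in activated GDP-AlF4 state binding bead-coupled RGS7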
ABCG2 inh = blocks JC-1 efflux by human ABCG2 transporter. AID 1325. actives 0.1% (n = 190,000). IgMXP3 cells, flow cytometry. Q9UNQ0. inhibition, % at 6.6 µM;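 active = inhibition above 80%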;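 also: 0% = DMSO and 100% = nicardipine control wells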
Target sequence (Q9UNQ0 whole entry, looked up): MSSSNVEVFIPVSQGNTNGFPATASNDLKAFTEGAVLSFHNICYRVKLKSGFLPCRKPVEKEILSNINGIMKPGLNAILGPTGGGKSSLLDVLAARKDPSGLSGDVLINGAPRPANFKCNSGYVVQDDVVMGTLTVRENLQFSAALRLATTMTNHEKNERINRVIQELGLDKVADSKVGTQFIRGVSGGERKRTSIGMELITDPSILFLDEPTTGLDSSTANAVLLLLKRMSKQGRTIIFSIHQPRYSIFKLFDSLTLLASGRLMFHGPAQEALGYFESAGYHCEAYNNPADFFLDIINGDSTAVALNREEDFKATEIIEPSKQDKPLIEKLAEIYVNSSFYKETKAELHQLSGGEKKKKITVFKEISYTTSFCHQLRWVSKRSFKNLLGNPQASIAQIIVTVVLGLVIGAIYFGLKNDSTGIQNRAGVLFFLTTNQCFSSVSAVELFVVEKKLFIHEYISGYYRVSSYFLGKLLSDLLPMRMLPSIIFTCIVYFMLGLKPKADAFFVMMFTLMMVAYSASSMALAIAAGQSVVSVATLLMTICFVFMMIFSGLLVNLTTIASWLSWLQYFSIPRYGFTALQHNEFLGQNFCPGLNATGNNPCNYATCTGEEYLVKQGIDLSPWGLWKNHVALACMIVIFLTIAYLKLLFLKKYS
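Test system: IgMXP3 (ABCG2) plus far-red-tagged CCRF-Adr (ABCB1) cells. Reagent: JC-1 dye as substrate. Timing: 10 min exposure at 25 °C with rotation, no wash. Measured by: flow cytometric JC-1 green MFI at 530 nm. Read-out: percent efflux inhibition, scaled nicardipine 100% to DMSO 0%. Control set: nicardipine and DMSO wells.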
GSH fluor = compound fluoresces at 488/530 nm on GSH beads. actives 0.25% (n = 190,000). fluorescence (KMESF) at 10 µM. GSH beads flow cytometry, compound fluorescence 488/530 nm; active compounds read high; in the data active = fluorescence above about 89;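 also: glutathione beads carrying GST-tagged Bcl family fusion proteins plus one bare bead set; values are compound well signal with DMSO vehicle wells as background; inactives centre near 16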
Starred values were filed as active, the others as inactive; ? = inconclusive; · = not tested or not shown.

SMILES	Mcl-1 Bim block	Mcl1 Bid PPI	RGS8-Gao reg	Avidin fluor	Pf gamet viab	Mcl1-Noxa inh	ABCB1 inh	RGS4-Gao reg	RGS7-Gao reg	ABCG2 inh	GSH fluor
CC(=O)c1ccc(N2Cc3ccccc3/C2=N\C(=O)Nc2ccc(Cl)cc2)cc1	-4	1	80	1	-5	-32	-0.6	97	98	-5	7
Cn1nccc1C(=O)Nc1sc2c(c1C(N)=O)CCCC2	0	-1	97	15	6	19	-0.5	98	107	6	11
Cc1oc(-c2cccc(Cl)c2)nc1CN1CCC(C(=O)N2CCN(c3ccccc3F)CC2)CC1	2	1	107	7	·	3	4.1	112	114	3	19
COc1ccccc1CNC(=O)/C=C/c1cc2c(cc1Br)OCO2	-6	2	103	12	-12	1	0.3	103	99	5	30
CC(C)Sc1nnc([C@H](Cc2c[nH]c3ccccc23)NC(=O)OC(C)(C)C)o1	2	-98	94	14	14	10	0.8	100	94	2	11
CCOCCCNc1nc2c(c(=O)[nH]c(=O)n2C)n1CCCc1ccccc1	-5	-42	94	8	-26	15	0.6	97	92	3	24
CC(C)Oc1cc2oc(=O)c3c(c2cc1Cl)CCC3	3	-5	100	10	-3	10	0.1	100	100	2	13
NCC(O)CN(c1ccccc1)c1ccccc1 (stereo unspecified)	0	-43	102	8	4	2	0.2	102	98	5	15
Cc1nc2ccc(S(=O)(=O)NCC(=O)Nc3cccc(F)c3)cc2s1	0	5	105	13	-15	-5	0.1	107	100	2	9
COc1cc(OC)cc(C(=O)NNC(=O)c2cc3c(s2)CCCC3)c1	2	-49	100	6	-9	-5	-0.5	103	101	2	16
CCN(CC)C(=O)CSc1nnc(CNc2ccc(F)cc2)n1-c1ccccc1	-5	-23	103	24	-7	22	0.6	103	106	2	13
O=C(COc1ccc(S(=O)(=O)NC2CCCCC2)cc1Cl)NCc1ccc2c(c1)OCO2	7	-7	108	15	·	3	1.2	102	105	17	14
CCOC1(NC(=O)c2ccccc2)C(C)=CC(=O)C=C1C	0	-7	102	34	·	10	0.6	105	106	2	24
CCCCCCCCC(=O)NCCOc1ccc(OC)cc1	-4	-1	100	4	-3	6	-0.4	100	98	4	10
O=C(NCC1CCCO1)C1CCC(N2C(=O)c3ccccc3C2=O)CC1 (stereo unspecified)	1	-6	97	18	·	20	1.0	100	100	3	28
CCCc1cc(=O)[nH]c(SCC(=O)N(C)C2CCS(=O)(=O)C2)n1 (stereo unspecified)	-1	-13	102	14	·	-3	0.9	102	100	2	29
COc1ccc(Cn2c(C)c(C)c(C#N)c2NC(=O)Nc2ccc(F)cc2)cc1	-2	-31	103	15	·	-5	-1.4	102	102	8	37
CCOC(=O)CN1C(=O)COc2ccc(Cl)cc21	-2	-5	100	23	·	10	0.9	100	102	3	21
COc1cc2c(cc1NC(=O)COC(=O)/C=C/c1ccccc1)oc1ccccc12	-1	-28	102	14	21	-8	-0.1	100	100	-5	15
CSc1nnc(-c2sccc2-n2cccc2)o1	-2	-20	99	11	24	3	0.3	103	102	5	13
CCCSc1nsc(SCCC)c1C#N	-3	-11	100	23	·	7	1.1	98	97	41	23
Cc1occc1C(=O)N=Nc1c(O)n(C)c2ccccc12	-3	-17	98	9	15	20	0.8	101	92	38	1
Cc1ccc(/C([O-])=C(/C(=S)NCc2ccco2)[n+]2ccccc2)cc1	-1	-64	96	6	·	18	0.9	99	99	2	65
Cc1ccccc1C1c2[nH]c3ccccc3c2CCN1Cc1cccn1-c1ncccn1 (stereo unspecified)	·	-37	99	7	11	15	·	102	?	·	·
COc1ccccc1N1N=C(C(=O)c2ccccc2)C2C(=O)N(c3ccc(Br)cc3)C(=O)C21 (stereo unspecified)	·	-24	99	3	-12	-172	·	98	?	·	·
COc1ccccc1NC(=O)CN1CCC(c2nc3ccccc3[nH]2)CC1	-2	-36	102	11	1	12	0.8	101	102	0	12
OCC1(Cc2ccc(Cl)cc2)CCN(Cc2ccc(Oc3ncccn3)cc2)CC1	-3	-7	101	10	0	-5	0.4	101	99	0	53
Cc1ccc(CNC(=O)CSc2nc3[nH]ncc3c(=O)[nH]2)cc1	-1	10	135	5	-30	1	0.4	134	136	1	10
CCOc1ccc(-c2nnc3n2N=C(c2ccc(OC)cc2)CS3)cc1	0	-32	99	10	6	-42	-2.5	91	94	-3	20
CCOC(=O)CSC1=C(C#N)C(C)C2=C(CCCC2=O)N1 (stereo unspecified)	0	-12	102	6	-4	-12	-0.1	100	101	0	25
O=C(CN1C(=O)CCC1=O)Nc1nc(-c2ccccn2)cs1	2	-43	106	6	·	-32	0.9	98	98	7	19
CCn1nc(CC(=O)Nc2nnc(CC(=O)N3CCOCC3)s2)c2ccccc2c1=O	-2	-8	103	37	-8	6	0.2	102	102	1	14
O=C(C1CCN(c2nnc(N3CCCC3=O)s2)CC1)N1CCN(Cc2ccc3c(c2)OCO3)CC1	-1	-7	99	28	·	30	0.7	101	99	8	16
CN(C)S(=O)(=O)c1cc(NC(=O)COC(=O)C2CSC3(C)CCC(=O)N23)ccc1Cl (stereo unspecified)	-5	-8	104	15	-11	9	1.2	100	96	3	9
COc1ccc(CCN2C(=O)CC(NC34CC5CC(CC(C5)C3)C4)C2=O)cc1OC (stereo unspecified)	3	-3	101	12	0	-7	0.9	102	101	1	20
CN1CCN(C(=O)CC2(CC(=O)O)CCCC2)CC1	-3	-11	102	20	11	13	0.3	99	96	0	12
COc1ccc(NCC(=O)Nc2cc(S(=O)(=O)N3CCOCC3)ccc2N2CCOCC2)c(OC)c1	·	-8	98	7	1	2	·	95	?	·	·
O=C(CNC(=O)c1cccc(Br)c1)NCCc1nc2ccccc2[nH]1	-2	13	106	12	19	19	1.1	98	101	3	7
Cc1ccc(OCC(=O)O/N=C(\N)c2cccnc2)cc1	0	-41	103	22	-7	7	0.5	103	104	3	8
Cc1ccc(C2C(C#N)=C(N)Oc3cc(C)oc(=O)c32)o1 (stereo unspecified)	0	-58	98	10	1	9	-0.6	99	101	-1	10
Clc1ccc(-c2nc3ccncc3[nH]2)cc1	-5	0	102	7	9	43	-0.8	100	100	1	11
CC(C)[C@H](NC(=O)Nc1ccc2c(c1)OCCO2)C(=O)O	-2	-6	101	24	·	26	0.4	101	104	1	32
Cc1cc(=O)[nH]c(=O)n1Cc1ccccc1	-1	-31	97	8	-14	2	0.1	99	?	-1	17
COCC(C)n1c(SCC(=O)NCCC2=CCCCC2)nc2ccccc2c1=O (stereo unspecified)	-1	-17	105	7	13	-15	0.7	108	102	1	67
COC(=O)CC1=Nc2ccccc2NC(=O)C1	0	-71	101	12	3	10	0.1	99	100	1	44
COc1ccc(C(C)=O)cc1CSC(=N)N	2	-36	99	9	1	6	0.0	98	101	0	13
COc1cc(OC)cc(C(=O)NNc2nc3cc4c(cc3s2)OCO4)c1	-2	-33	106	6	·	14	-0.1	111	116	4	17
Cc1cc(C(=O)N/N=C/c2cn[nH]c2-c2ccccc2)cs1	-3	1	104	7	12	21	-1.2	107	100	8	10
COc1ccc(S(=O)(=O)N(C(=O)c2ccncc2)c2ccc(OC(=O)c3ccncc3)cc2)cc1	0	-9	102	9	2	16	2.1	103	103	2	10
Cc1ccc(/C=N/n2c(C)nnc2C)o1	-6	-17	99	11	13	-10	-0.4	101	102	-1	21
S=C(c1ccc(-c2ccc(Cl)cc2Cl)o1)N1CCCCC1	-1	-39	95	11	·	-1	-0.6	96	97	-2	14
CCN(CC)S(=O)(=O)c1ccc(NC(=O)COC(=O)c2cc(S(=O)(=O)Nc3ccc(OC)cc3)ccc2O)cc1	-3	-8	98	12	-3	14	-0.4	97	98	-1	11
O=C(O)C1CCCCC1C(=O)Nc1ccc(Cl)cc1Cl (stereo unspecified)	0	-1	98	12	-3	9	0.3	90	91	3	14
Cc1sc2ncn3c(C)nnc3c2c1C	-3	-31	99	7	·	-14	-0.5	102	100	24	27
O=C1CCC(C(=O)NC2(C(=O)NC3CCCCC3)CCCCC2)N1 (stereo unspecified)	-1	1	106	11	·	-14	0.1	104	104	2	34
O=C(Cn1cnc2c(nnn2Cc2ccccc2)c1=O)NCC1CCCO1 (stereo unspecified)	0	-9	101	8	·	2	0.4	100	98	1	22
CCCCN(CCCC)S(=O)(=O)c1ccc(NC(=O)CN2CCOCC2)cc1	0	-14	97	11	·	-5	1.8	94	96	5	55
Cc1[nH]n2c(=O)c(C#N)c(-c3ccccc3)nc2c1-c1ccccc1	-1	-19	96	15	·	16	0.6	93	90	6	26
O=C(CP(=O)(c1ccccc1)c1ccccc1)N1CCOCC1	2	-4	99	10	7	8	-0.3	99	103	0	14
N#Cc1nc(Cc2ccccc2)oc1N1CCN(c2ccccc2)CC1	1	-2	88	4	-1	17	0.4	99	81	5	15

Other structures follow.
SMILES	Mcl-1 Bim block	Mcl1 Bid PPI	RGS8-Gao reg	Avidin fluor	Pf gamet viab	Mcl1-Noxa inh	ABCB1 inh	RGS4-Gao reg	RGS7-Gao reg	ABCG2 inh	GSH fluor
Cc1cc(NC(=O)c2cccc(COc3ccc(Br)cc3)c2)no1	3	37	109	7	·	7	0.1	106	105	5	22
Cc1ccc(C)c(NC(=O)CSc2nnc([C@@H](N)Cc3ccccc3)o2)c1	-2	5	100	14	9	18	0.6	99	98	3	35
O=C(CSc1nnc(CNC(=O)c2c(F)cccc2Cl)o1)Nc1ccc2c(c1)OCO2	0	-18	100	13	12	-4	0.6	97	101	4	22
COc1cc(/C=C/C(=O)OCC(=O)NC2CC2)cc(S(=O)(=O)N2CCc3ccccc32)c1OC	0	3	102	10	-35	10	2.5	98	96	11	14
CC(C)Cn1[nH]c2c3c(ccc2c1=O)C(=O)c1ccccc1C3=O	-1	-22	101	16	·	21	0.3	99	100	5	16
CC(=O)OC[C@H]1O[C@@H](n2ccc(=O)[nH]c2=S)C(OC(C)=O)C1OC(C)=O (stereo partly specified)	-3	-43	99	11	5	6	-0.2	97	97	0	25
COc1ccccc1NC(=O)/C=C/C(=O)O	1	-32	101	12	·	8	0.7	101	?	3	12

Compound activity: PubChem, several laboratories

Random draw from the library; any-hit rate near 3.3%.
